Compound activity: PubChem BioAssay, Johns Hopkins Ion Channel Center
KCNQ2 block: KCNQ2 channel blockers in CHO-K1 cells – cell-based, FluxOR thallium flux, B-score, primary screen (AID 2156); O88943; 20 min; hits give low values; B-score at 10 µM; hit rate 1.1% among 310,000;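 active means fluorescence ratio B-score at most minus 3 library SDs, with starting brightness B-score within 2 library SDs, cut at about -5.5 in these data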
CHT block: inhibitors of human choline transporter CHT | CHT-expressing cells, membrane potential dye, choline response; hits give low values | AID 488975 | hit rate 0.86% among 310,000 | Q9GZV3 | B-score at 10 µM;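 active means B-score over 3 SD under the library average, and starting fluorescence ratio not unusually high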;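 further: choline stimulus applied at its EC90 after an EC20 pre-addition; B-score computed on integrated fluorescence ratio after choline addition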
Target sequence (Q9GZV3 whole entry, looked up): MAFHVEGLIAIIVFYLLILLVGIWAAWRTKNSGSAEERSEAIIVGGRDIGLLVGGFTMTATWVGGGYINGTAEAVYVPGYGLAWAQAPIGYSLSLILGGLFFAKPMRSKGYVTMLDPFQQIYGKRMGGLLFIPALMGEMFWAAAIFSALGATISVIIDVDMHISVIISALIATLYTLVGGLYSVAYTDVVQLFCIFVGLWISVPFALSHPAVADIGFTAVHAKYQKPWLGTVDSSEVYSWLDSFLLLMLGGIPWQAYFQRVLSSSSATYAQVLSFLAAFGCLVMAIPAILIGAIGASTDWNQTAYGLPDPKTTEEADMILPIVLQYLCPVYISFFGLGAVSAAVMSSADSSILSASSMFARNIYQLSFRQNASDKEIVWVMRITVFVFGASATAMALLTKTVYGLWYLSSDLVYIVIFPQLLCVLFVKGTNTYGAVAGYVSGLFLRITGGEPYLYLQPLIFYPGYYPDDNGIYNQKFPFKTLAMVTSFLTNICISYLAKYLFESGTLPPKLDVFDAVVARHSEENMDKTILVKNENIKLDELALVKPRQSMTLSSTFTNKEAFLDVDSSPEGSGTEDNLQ
The depositor's hits bear a star; i = inactive; . = no result given.

SMILES | KCNQ2 block | CHT block
Cc1cccc(C)c1NC(=O)CN(C)C(=O)c1cc([N+](=O)[O-])ccc1N1CCOCC1 | i | i
CC(=O)N[C@@H](Cc1c[nH]c2ccccc12)C(=O)NC1CC1 | i | i
COCCNC(=O)C(=O)N/N=C(\C)CC(=O)Nc1ccc2c(c1)OCO2 | i | i
O=C(COC(=O)c1ccccc1Sc1ccc(C(F)(F)F)cc1[N+](=O)[O-])NC(=O)NC1CCCC1 | i | i
Cc1ccc(NC(=O)C2CC(=O)N(Cc3ccccc3)C2)nc1 (stereo unspecified) | i | i
COC(=O)CNC(=O)CN1c2cccc3cccc(c23)S1(=O)=O | i | i
COC(=O)Nc1sc2c(c1C(N)=O)CCC(C)C2 (stereo unspecified) | i | i
O=C(CN1CCc2ccccc2C1)Nc1cccc(S(=O)(=O)N2CCCC2)c1 | i | i
Cc1ccccc1C(=O)N1CCN(S(=O)(=O)c2ccccc2)CC1 | i | i
CCn1c(SCC(=O)Nc2nc3ccccc3s2)nnc1-c1ccc(OC)cc1 | i | i
COc1cc(C(=S)N2CCOCC2)ccc1OC(=O)c1ccccc1[N+](=O)[O-] | i | i
COc1ccc(-c2csc(NC(=O)CC(NC(C)=O)c3ccccc3)n2)cc1OC (stereo unspecified) | i | i
C=CCn1c(SCc2cc(=O)n3ccsc3n2)nnc1C1CCCCC1 | i | i
COC/C=C/C1=CC2=CC(=O)C(C)(OC(=O)c3cnc4ccccc4n3)C(=O)C2=CN1c1ccc(OC)cc1 (stereo unspecified) | i | i
CCCCC(=O)NNC(=O)N1c2ccccc2Sc2ccccc21 | i | i
CN1CCN(S(=O)(=O)c2cccc(C(=O)Nc3ccccc3N3CCCCC3)c2)CC1 | -6* | i
COc1ccc(N2CC(C(=O)N3CCc4ccccc43)CC2=O)cc1 (stereo unspecified) | i | i
N=C1c2ccccc2CN1NC(=O)c1cccc(S(=O)(=O)N2CCCC2)c1 | i | i
COc1cc(NC(=O)CSc2c3c(nc4ccccc24)CCC3)cc(OC)c1OC | i | i
Cc1cccc(C(=O)Nc2cc(Cl)ccc2-n2cncn2)c1[N+](=O)[O-] | i | i
COc1cccc(OCCCN2CCN(S(=O)(=O)c3ccc(NC(C)=O)cc3)CC2)c1 | i | i
COc1ccc(NC(=O)CC2Oc3ccccc3NC2=O)cc1 (stereo unspecified) | i | i
CCOC(=O)Cc1cc(=O)n2[nH]c(C)c(-c3ccc(Cl)cc3)c2n1 | i | i
O=C(CN1C(=O)NC2(CCCC2)C1=O)N1CCN(c2cccc(C(F)(F)F)c2)CC1 | i | i
O=C1CCCC2=C1C(c1ccncc1)n1c(nc3ccccc31)N2 (stereo unspecified) | i | i
CC(C)CCOCC(O)CCC(=O)NNC(=S)Nc1ccccc1 (stereo unspecified) | i | i
COc1ccc(-n2cnc3sc4c(c3c2=O)CCCC4)cc1 | i | i
CSc1nsc(SC)c1NC(=O)N1CCCCC1 | i | i
Cc1cccc(NC(=O)Cn2cc(C(=O)c3ccco3)c3ccccc32)c1 | i | i
CCCCCn1c(Sc2ncccn2)nc2c1c(=O)[nH]c(=O)n2C | i | i
CCCCS(=O)(=O)NC1=NCN(CCOC(=O)c2ccccc2)CN1 | i | i
Cc1ccc(N2CCN(C(=S)c3ccc(-c4cccc([N+](=O)[O-])c4)o3)CC2)cc1 | i | i
Cn1c(=O)oc2cc(S(=O)(=O)NCCc3ccccc3)ccc21 | i | i
Cn1ccnc1SCC(=O)Nc1ccc2nc(SCC(=O)NC3CC3)sc2c1 | i | -16*
Cc1csc(NC(=O)CSC2=NS(=O)(=O)c3cc(F)ccc3N2)n1 | i | i
CNS(=O)(=O)c1cc(OC)c(OC)cc1CC(=O)OC | i | i
O=C(N/C(=C\c1ccc(Br)cc1)c1nc2ccccc2[nH]1)c1ccco1 | i | i
CCOc1ccc(NC(=O)N2CCC(C(N)=O)(N3CCCCC3)CC2)cc1 | i | i
O=C(O)C1(S(=O)(=O)c2ccc(Cl)cc2)CCC1 | i | i
COc1ccc(-c2cc(C(=O)NCC(c3ccco3)N(C)C)c3ccccc3n2)cc1OC (stereo unspecified) | i | i
O=C(N/N=C/c1ccncc1)c1cc2ccccc2cc1O | i | i
O=C(O)CNS(=O)(=O)c1cccc2nsnc12 | i | i
Cc1ccnc2nc(C(=O)NCc3ccccc3)nn12 | i | i
O=C(NCc1cccs1)C(=O)NCC(c1ccco1)N1CCN(c2ccc(F)cc2)CC1 (stereo unspecified) | i | i
c1ccc2c(COn3nnc4ccccc43)cccc2c1 | i | i
CCCc1cc(N2CCOCC2)n2nc(C)c(-c3ccccc3)c2n1 | i | i
CCCN(CCC)Cc1c(C(=O)N/N=C/c2ccc(C)o2)nnn1-c1nonc1N | i | i
Oc1ccc(/C=N/Nc2nc(-c3ccc(Cl)cc3)cc(C(F)(F)F)n2)cc1 | i | i
Cn1ncc([N+](=O)[O-])c1C(=O)N/N=C/c1cccc([N+](=O)[O-])c1 | i | i
O=C1/C(=C/c2ccncc2)SC(=S)N1N1CCOCC1 | i | i
COc1ccccc1CCN1CCCC(CN(C)C(=O)CCC(=O)N(C)C)C1 (stereo unspecified) | i | i
COc1ccc(OCCCC(=O)NCc2ccco2)cc1 | i | i
COC(=O)COc1cccc(NC(=O)c2cccc(C)c2)c1 | i | i
CCSc1c(-c2ccccc2)nc2c(C)cccc2c1C(=O)O | i | i
Cc1cccc(Nc2nc(-c3ccc(F)cc3)cs2)n1 | i | i
CSC1=C(C#N)C(c2ccccc2Cl)C(C(C)=O)=C(C)N1 (stereo unspecified) | i | i
Cc1cccc(N2C(=O)C(Cc3ccccc3)NC2=S)c1 (stereo unspecified) | i | i
CC(C)C(=O)NC(=S)Nc1ccc(S(=O)(=O)NC(C)(C)C)cc1 | i | i
CNc1nc(OCCNC(=O)Nc2ccccc2)nc(N2CCOCC2)n1 | i | i
c1ccc(C2=Nn3c(nnc3-c3cccnc3)SC2)cc1 | i | i
(list continues)
SMILES | KCNQ2 block | CHT block
O=C(O)CCCC(=O)N1CCC(C(O)(c2ccccc2)c2ccccc2)CC1 | i | i
O=C(COc1ccc(F)cc1)Nc1ccc2c(c1)OCCO2 | i | i
CCOc1ccccc1NC(=O)CCNS(=O)(=O)c1cccc2nonc12 | i | i
CSc1ccccc1NC(=S)Nc1cc(C)cc(C)c1 | i | i
CC(=O)Nc1ccccc1NC(=O)c1ccc(C)cc1C | i | i
S=C(Nc1cccc(Cl)c1)Nc1ccc2c(c1)OCCO2 | i | i
O=C(O)CC(Cc1ccccc1)c1ccc2c(c1)OCO2 (stereo unspecified) | i | i
CC(=O)Nc1ccc(NC(=O)CSc2ccc(-c3cccs3)nn2)cc1 | i | i
O=C(COc1ccc(C(=O)c2ccccc2)cc1)NCC1CCCCC1 | i | i
COc1ccc(CCN2C(=O)CC(NNC(=O)c3ccccc3Br)C2=O)cc1OC (stereo unspecified) | i | i
CCn1nc(C)c(CNC(=O)c2cc(COc3cncc(Cl)c3)on2)c1C | i | i
Cc1cc(C)c(S(=O)(=O)c2ccccc2C(C)C)c(=O)[nH]1 | i | i
CCOC(=O)C1CCN(C(=O)C2CCC(=O)N(CC3CCCCC3)C2)CC1 (stereo unspecified) | i | i
O=C(N/C(=C/c1ccccc1Cl)C(=O)N1CCCC1)c1ccccc1 | i | i
O=C(c1ccccc1Sc1c(Cl)cccc1[N+](=O)[O-])N1CCOCC1 | i | i
CC1(C)C(=O)NCCN1C(=O)CCC(=O)O | i | i
Cc1nc(NC(=O)C2CC2)sc1C(=O)NC1CCCCC1 | i | i
CCCCOc1ccc(-c2c(C#N)c(N)[nH]c(=S)c2C#N)cc1 | i | i
C/C(=N\NC(=S)NCC(C)(C)C)c1cc(F)cc(F)c1O | i | i
CN(C)c1nn(C(=O)Nc2ccc(Cl)cc2Cl)cc1-c1ccccc1 | i | i
Cc1ccc(C(=O)n2ncn(C)c2=S)cc1 | i | .
CCOC(=O)c1sc(NC(=O)CN2CCN(c3ccc(OC)cc3)CC2)nc1C | i | i
Cc1cc(=O)[nH]c(SCc2nc3ccc([N+](=O)[O-])cc3[nH]2)n1 | i | i
CC1CCN(C(=O)CCc2ccc(S(=O)(=O)NC(C)(C)C)cc2)CC1 | i | i
COC(c1ccccc1)c1nnc(CCC(=O)N2CCCCCCC2)o1 (stereo unspecified) | i | i
CCn1cc(/C=C(\NC(=O)c2ccc(OC)cc2)C(=O)N2CCOCC2)c2ccccc21 | i | i
CC(=O)N1CCc2c(sc(NC(=O)CCS(=O)(=O)c3ccccc3)c2C#N)C1 | i | i
COC(=O)C1=C(C)N(Cc2ccco2)C(=O)N[C@@H]1c1ccco1 | i | i
CC(=O)c1cccc(NC(=O)CSc2ccc(-c3ccco3)nn2)c1 | i | i
CCOc1ccc(-n2c(SCc3ccc([N+](=O)[O-])cc3)nnc2-c2ccccc2)cc1 | i | i
CCc1ccc(Nc2ncc3c(n2)CC(C)(C)CC3=O)cc1 | i | i
COc1ccc(C(=O)O/N=C/c2c(C(F)(F)F)nn(C)c2SCc2ccccc2Cl)cc1 | i | i
CCn1c(-c2ccccc2Cl)nn(CC(=O)Nc2cc(Cl)ccc2Cl)c1=S | i | i
O=C(CSc1nnc(CNC(=O)c2c(F)cccc2F)o1)Nc1ccc2c(c1)OCO2 | i | i
NC1=NC(=O)/C(=C/c2ccc(OCC(=O)O)cc2)S1 | i | i
Fc1ccc(SCCc2ccncc2)cc1 | i | i
O=C(O)CCSCCCN1C(=O)c2cccc3cccc(c23)C1=O | i | i
COC(=O)c1cc(NC(=O)c2nccnc2C(=O)O)cc(C(=O)OC)c1 | i | i
O=C(O)c1cc(N2C(=O)C3CC=CCC3C2=O)ccc1NCc1cccnc1 (stereo unspecified) | i | i
O=C1c2ccccc2NC(c2cccs2)N1NS(=O)(=O)c1ccccc1 (stereo unspecified) | i | i

Reprinted at random: two compounds from above.
SMILES | KCNQ2 block | CHT block
CC1CCN(C(=O)CCc2ccc(S(=O)(=O)NC(C)(C)C)cc2)CC1 | i | i
COc1ccc(C(=O)O/N=C/c2c(C(F)(F)F)nn(C)c2SCc2ccccc2Cl)cc1 | i | i

Next part:
SMILES | KCNQ2 block | CHT block
CCCCCCCCCCOC(=O)Cn1c(COc2ccc(Cl)cc2)[n+](C)c2ccccc21 | i | i
CCOC(=O)N1c2ccccc2C=CC1OCC (stereo unspecified) | i | i
Cc1cccc(OCc2nnc(SCC(=O)N3CC(=O)Nc4ccccc43)o2)c1 | i | i
COc1ccc(Cl)cc1-n1c(=S)sc2c(=O)n(-c3ccc(F)cc3)c(SCC(=O)O)nc21 | i | i
O=C(O)c1ccc(N/N=C2/CCCc3ccccc32)cc1 | i | i
O=C(/C=C/c1cccc(F)c1)NC1CCN(Cc2ccccc2)CC1 | i | i
CC1CN(c2ccc(NC(=S)Nc3ccc(N4CC(C)OC(C)C4)cc3)cc2)CC(C)O1 (stereo unspecified) | i | i
CC1=NN(c2ccc(C)c(C)c2)C(=O)C1C(c1cccc(O)c1)C1C(=O)N(c2ccc(C)c(C)c2)N=C1C (stereo unspecified) | i | i
CCCCn1c(N)c(N(CCOC)C(=O)c2cc(S(=O)(=O)N3CCOCC3)ccc2F)c(=O)[nH]c1=O | i | i
O=C(O)CCC(=O)N(Cc1cccs1)Cc1cccs1 | i | i
O=C(NCC(=O)N(Cc1cccs1)C(C(=O)NC1CCCCC1)c1ccco1)c1ccco1 (stereo unspecified) | i | i
COc1ccc(-n2nc(C(=O)NCC(=O)NCCc3ccc(OC)c(OC)c3)c3ccccc3c2=O)cc1 | i | i
CC1=C(C#N)C(c2cccnc2)C2=C(N1)c1ccccc1C2=O (stereo unspecified) | i | i
Cc1cc(C(=O)C(=O)N(C)C)c(C)n1-c1ccc([N+](=O)[O-])cc1 | i | i
CCCN1C(=O)c2ccc(C(=O)Nc3nccs3)cc2C1=O | i | i
COC(=O)c1sc(NC(=O)c2ccco2)nc1C | i | i
COc1ccc(C(=O)c2coc3ccc(O)cc23)cc1 | i | i
CCOc1ccc2nc(NC(=O)C3CCN(c4cnccn4)CC3)sc2c1 | i | i
CCc1c(C)nc(N)c(C#N)c1-c1ccccc1 | i | i
COc1ccc(C(=O)COC(=O)c2ccc(-n3cnnn3)cc2)c(OC)c1 | i | i
COC(=O)Cn1c(=O)c2c(n(Cc3ccccc3)c1=O)N/C(=C/c1ccc(Br)cc1)C2=O | i | i
NC(=O)c1nsc(C(=O)N(CC(=O)NC2CCCC2)Cc2ccc3c(c2)OCO3)c1N | i | i
O=C(O)c1ccccc1-c1nc2ccccc2[nH]1 | i | i
Cc1ccc(/C=c2\sc3nc(-c4cccnc4)nn3c2=O)cc1 | i | i
O=[N+]([O-])c1cc(S(=O)(=O)Nc2ccccc2)ccc1NCc1cccnc1 | i | i

Structures above that contain a Cl atom (14):
SMILES | KCNQ2 block | CHT block
Cc1cccc(C(=O)Nc2cc(Cl)ccc2-n2cncn2)c1[N+](=O)[O-] | i | i
CCOC(=O)Cc1cc(=O)n2[nH]c(C)c(-c3ccc(Cl)cc3)c2n1 | i | i
O=C(O)C1(S(=O)(=O)c2ccc(Cl)cc2)CCC1 | i | i
Oc1ccc(/C=N/Nc2nc(-c3ccc(Cl)cc3)cc(C(F)(F)F)n2)cc1 | i | i
CSC1=C(C#N)C(c2ccccc2Cl)C(C(C)=O)=C(C)N1 (stereo unspecified) | i | i
S=C(Nc1cccc(Cl)c1)Nc1ccc2c(c1)OCCO2 | i | i
CCn1nc(C)c(CNC(=O)c2cc(COc3cncc(Cl)c3)on2)c1C | i | i
O=C(N/C(=C/c1ccccc1Cl)C(=O)N1CCCC1)c1ccccc1 | i | i
O=C(c1ccccc1Sc1c(Cl)cccc1[N+](=O)[O-])N1CCOCC1 | i | i
CN(C)c1nn(C(=O)Nc2ccc(Cl)cc2Cl)cc1-c1ccccc1 | i | i
COc1ccc(C(=O)O/N=C/c2c(C(F)(F)F)nn(C)c2SCc2ccccc2Cl)cc1 | i | i
CCn1c(-c2ccccc2Cl)nn(CC(=O)Nc2cc(Cl)ccc2Cl)c1=S | i | i
CCCCCCCCCCOC(=O)Cn1c(COc2ccc(Cl)cc2)[n+](C)c2ccccc21 | i | i
COc1ccc(Cl)cc1-n1c(=S)sc2c(=O)n(-c3ccc(F)cc3)c(SCC(=O)O)nc21 | i | i
